# aSyn 5UTR inh = MLPCN primary screen, SNCA 5' untranslated region; alpha-synuclein 5'UTR reporter, inhibitor activity; inhibition, % (tested at 7.5 µM); 300,000 compounds, 0.82% hits; in the data active = inhibition above about 60%; inconclusive = no clear call, values can overlap the other calls;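 also: H4 neuroglioblastoma cells stably carrying SNCA 5'UTR luciferase fusion; 0% = DMSO wells and 100% = positive control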
# KLF5 inh = KLF5 expression inhibitors, primary screen, DLD-1 cells, luminescence | DLD-1 KLF5 promoter-luciferase reporter | inhibition, % at 5 µM | 290,000 compounds, 0.23% hits;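 active = inhibition above a per-plate limit of that plate's mean compound inhibition plus 3 SD, cut at about 60% in these data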;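 also: 0% = DMSO wells and 100% = LY294002 at 200 µM; higher means less KLF5 promoter-driven luciferase light; inactives centre near -14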
# GSK3B inh = human GSK3beta kinase inhibitors, primary screen, biochemical, cell-free homogeneous, HTS | AID 2097, 2009 | Glycogen synthase kinase-3 beta (Homo sapiens), P49841 | GST-GSK3beta kinase, ADP-Glo luminescence, 60 min; active compounds read low | 300,000 compounds, 0.038% hits | activity score (negative = inhibition), % at 10 µM;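 active = more than half of replicate wells score below -50%, meaning over 50% inhibition versus plate controls; inconclusive = some replicates but at most half score below -50%; inactive = no replicate scores below -50%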;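 also: 0% = median DMSO wells and -100% = median GW8510 positive control wells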
# Target sequence (P49841 whole entry, looked up): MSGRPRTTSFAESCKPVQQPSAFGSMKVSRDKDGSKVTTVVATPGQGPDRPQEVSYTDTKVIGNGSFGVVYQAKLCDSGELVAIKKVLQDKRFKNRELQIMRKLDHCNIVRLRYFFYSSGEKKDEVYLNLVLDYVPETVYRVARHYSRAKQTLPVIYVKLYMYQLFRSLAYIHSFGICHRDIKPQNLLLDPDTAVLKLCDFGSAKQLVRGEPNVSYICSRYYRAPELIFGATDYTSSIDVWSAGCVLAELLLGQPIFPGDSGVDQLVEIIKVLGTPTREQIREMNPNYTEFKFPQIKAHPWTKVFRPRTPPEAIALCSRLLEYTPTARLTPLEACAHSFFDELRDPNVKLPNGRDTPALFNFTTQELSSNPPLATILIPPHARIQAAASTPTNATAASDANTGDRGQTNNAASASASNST
#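 Assay system: GST-tagged human GSK3beta kinase, cell-free; Input: 1.6 ng GSK3beta; Medium: Tris/MgCl2 kinase buffer; Timing: 60 min enzyme reaction, room temperature; Signal: ADP-Glo luminescence quantifying ADP generated by kinase; Evaluation: score relative to plate controls; Benchmarks: DMSO neutral wells and GW8510 at 20 µM as positive.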
# Platelet DG rel = inhibitors of platelet dense granule secretion, primary screen, cell-based, MLPCN, human platelets. human platelet-rich plasma, SFLLRN dense granule ATP release, luminescence. inhibition, %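 (compounds screened at 7.5 µM in platelet-rich plasma)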. AID 1663, 2009. 300,000 compounds, 0.22% hits;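 active = mean replicate score, as percent of positive control, at or above 50; inconclusive = mean below 50 but at least one replicate at or above 50; inactive = mean and every replicate below 50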
# HSP90 refold inh = HSP90 inhibitors, primary screen, cell lysate, luminescence; Rabbit reticulocyte lysate, luciferase refolding luminescence, 3 h; inhibition, % at 5.6 µM; 290,000 compounds, 0.91% hits;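 active = inhibition above the screen-wide mean plus 3 SD, computed separately per campaign, cut at about 16% in these data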;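 also: 0% = DMSO wells and 100% = 60 µM geldanamycin wells; inhibitors lower the luminescence because luciferase stays unfolded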
# HSF-1 act = HSF-1 activators, primary screen, NIH3T3-HGL cells, MG132 stress, luminescence, single point | 300,000 compounds, 1.7% hits | NIH3T3-HGL HSF-1 luciferase reporter, 8 h; 100% = twice DMSO control signal | activation, % at 9 µM;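 active = mean replicate activation of at least 50% with a set share of replicates each reaching 50%; inconclusive = only one of those two conditions met; inactive = mean below 50% and too few replicates reaching it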;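 also: 0% = median of the neutral control wells and 100% = twice that signal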
# DYRK1A inh = rat Dyrk1A kinase inhibitors, primary screen, biochemical, single point, plate reader; Dual specificity tyrosine-phosphorylation-regulated kinase 1A (Rattus norvegicus), Q63470; ADP-Glo luminescence, NFATc1 peptide; inhibition, % at 12.5 µM; 310,000 compounds, 0.43% hits; AID 504441, 2011; in the data active = inhibition above about 50%;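 also: plate controls were vehicle with enzyme for no effect and no enzyme for full effect; many of its hits are not listed in these tables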
# IEC-6 tox = cytotoxicity in IEC-6 intestinal epithelial cells, primary screen, cytotoxicity control for KLF5 inhibitor project, cell-based, luminescence. IEC-6 cytotoxicity, luminescence viability. 290,000 compounds, 0.78% hits. inhibition, % at 5 µM; in the data active = inhibition above about 22%;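 also: 0% = plate median of test compound wells and 100% = cytotoxic reference compound wells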
# GSK3A inh = blockers of GSK3A enzyme activity – biochemical, luminescence, cell-free homogeneous, HTS, primary screen; Glycogen synthase kinase-3 alpha (Homo sapiens), P49840; 320,000 compounds, 0.1% hits; AID 2650, 2010; inhibition, % at 10 µM; GSK-3 alpha kinase, ADP-Glo luminescence, 60 min;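 in the data active = inhibition above about 50%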;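 also: GST-tagged GSK-3 alpha with peptide substrate and 25 µM ATP; 0% = DMSO neutral wells and 100% = GW8510 positive control wells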
# Target sequence (P49840 whole entry, looked up): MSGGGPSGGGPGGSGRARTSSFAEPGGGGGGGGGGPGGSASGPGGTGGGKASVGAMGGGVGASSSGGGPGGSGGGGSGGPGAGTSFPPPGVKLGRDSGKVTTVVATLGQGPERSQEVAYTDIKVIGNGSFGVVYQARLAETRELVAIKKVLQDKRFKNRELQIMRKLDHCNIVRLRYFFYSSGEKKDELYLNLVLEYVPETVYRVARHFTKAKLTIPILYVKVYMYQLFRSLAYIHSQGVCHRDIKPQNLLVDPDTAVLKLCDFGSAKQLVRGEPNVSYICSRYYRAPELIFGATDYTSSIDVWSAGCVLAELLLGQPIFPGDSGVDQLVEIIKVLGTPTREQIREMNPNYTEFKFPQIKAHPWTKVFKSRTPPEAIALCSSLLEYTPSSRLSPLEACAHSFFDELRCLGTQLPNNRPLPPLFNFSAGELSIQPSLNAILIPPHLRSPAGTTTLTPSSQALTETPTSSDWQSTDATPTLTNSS
# HSF1 inh = HSF1 inhibitors in luciferase reporter cells, primary screen, cell-based, NIH3T3, luminescence. AID 2098, 2009. 300,000 compounds, 0.77% hits. NIH3T3-HGL HSE-luciferase, MG132-induced, luminescence 8 h; active compounds read low. activity change, negative = inhibition, % at 7.5 µM (by protocol);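 active = more than half of replicate wells show activity change below -50%, luminescence cut by over half; inconclusive = some wells, but at most half, below -50%; inactive = no replicate well below -50%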;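 also: luciferase reports HSF-1 transcriptional activity via heat shock element; 0% = median of DMSO wells and -100% = zero luminescence signal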
# * marks the source's active call; other numbers are inactive results; ? = inconclusive; / = no result given.
Compound,aSyn 5UTR inh,KLF5 inh,GSK3B inh,Platelet DG rel,HSP90 refold inh,HSF-1 act,DYRK1A inh,IEC-6 tox,GSK3A inh,HSF1 inh
COc1ccc(C(=O)OCC(=O)Nc2ccc(F)c(F)c2F)cc1OC,-6.7,-5.3,-0.1,-0.8,0.1,-4.8,-1.2,-7.6,-0.1,-1.0
O=C(CN(C1CCCCC1)S(=O)(=O)c1ccc(Cl)cc1)NCc1ccncc1,18.8,-9.4,2.5,-8.7,3.1,-6.7,3.3,2.2,-6.4,1.2
Fc1ccc(/C=C2\CCCC3=C2Nc2ncnn2C3c2ccc(F)cc2)cc1 (stereo unspecified),11.5,-4.2,0.8,-0.5,1.1,98.3*,-3.7,-4.6,-1.4,65.9
O=[N+]([O-])c1cccc(-c2c[n+]3c(n2-c2ccccc2)SCC3)c1,/,-18.5,2.2,/,1.5,/,/,-0.2,-0.5,/
COc1ccc(OC)c(S(=O)(=O)N2CCC(C(=O)NCCc3ccccc3)CC2)c1,-3.5,-0.5,0.7,-1.4,-5.0,-36.8,0.7,2.2,3.0,-24.1
COc1cccc2cc(-c3cc(=O)oc4ccc(OCC(C)=O)cc34)oc12,14.9,-23.2,-3.9,3.8,-0.2,5.9,6.4,-7.9,-9.5,-3.5
Cc1ccc(NC(=O)CSCc2cc(=O)n3cc(C)sc3n2)cc1,3.9,-22.8,2.7,5.3,1.0,16.0,3.9,-0.3,-3.8,9.9
CC(C)(C)NC(=O)C(c1ccc(F)cc1)N(Cc1ccco1)C(=O)CCC(=O)Nc1ccccn1 (stereo unspecified),3.5,-10.6,-1.1,0.2,-0.7,15.9,1.5,-7.3,0.6,10.7
Cc1onc(-c2ccccc2Cl)c1C(=O)Nc1ccccc1O,0.3,9.9,-5.3,3.3,3.5,-9.0,8.8,-6.3,1.6,-3.0
COc1ccc(N(CC(=O)N/N=C/c2ccc(OC)c(OC)c2)S(=O)(=O)c2ccccc2)cc1,21.9,-3.8,0.2,16.0,0.5,-2.8,0.2,-7.4,-1.9,-5.2
COc1cccc(C2CC(c3c(F)cccc3Cl)n3nc(N)nc3N2)c1 (stereo unspecified),/,-18.9,-0.4,/,2.8,/,-4.2,-6.2,-0.6,/
CCCCC(=O)Nc1ccc(NC(=O)c2ccc([N+](=O)[O-])cc2Cl)cc1OC,-18.3,-21.0,2.6,-2.0,-0.2,2.8,2.6,3.6,-2.1,-12.3
COc1ccc(C=O)cc1CSc1nnc(COc2cccc3cccnc23)o1,8.4,-6.9,-0.5,-4.7,2.5,25.4,2.7,1.2,9.2,4.4
CC(C)c1nc(CN2CCCCC2)cc(=O)[nH]1,-32.5,-26.2,1.3,-2.1,-2.9,-10.8,1.2,0.0,0.5,-11.0
COc1ccccc1CN1CC(C(=O)NCc2cc(C(C)C)no2)CCC1=O (stereo unspecified),-19.9,-28.3,3.1,1.6,-0.3,-10.6,-2.8,2.0,-1.0,-1.2
Cc1ccc(NC(=O)C2CCN(S(=O)(=O)c3ccc4c(c3)NC(=O)CO4)CC2)cc1C,5.7,-20.6,-0.4,3.5,-1.6,36.5,-3.1,-3.0,-1.2,15.2
Cc1c(NC(=O)CSc2nnc(-c3ccncc3)o2)c(=O)n(-c2ccccc2)n1C,18.3,-21.1,0.6,4.3,1.4,1.5,/,-6.9,-2.8,1.3
COc1ccc(/C=C/C2=NC(=C\N(C)C)/C(=O)O2)cc1,-151.2,-28.9,-0.3,9.7,2.4,5.6,25.2,15.2,-1.7,6.4
O=C(Nc1cccc(-c2cn3ccccc3n2)c1)c1cccc(Cl)c1,-39.4,-52.7,-4.5,9.6,0.3,-10.4,5.8,3.6,3.0,0.3
Cc1ccnc(NC(=O)C2CCN(S(=O)(=O)c3ccc(Cl)c(C(F)(F)F)c3)CC2)c1,-63.4,/,-3.7,3.2,/,1.0,5.9,/,-2.6,2.0
CC(=O)N1c2ccc(S(=O)(=O)N3CCC(C(=O)NC(C)c4ccccc4)CC3)cc2CC1C (stereo unspecified),18.3,7.0,0.0,-15.1,4.8,5.0,1.6,3.3,-2.2,1.1
NC(=O)c1cccc2c1C(=O)N(C1CCCCC1)C2,15.4,-24.0,-30.9,-5.2,3.8,-29.6,6.0,-11.6,13.4,-10.2
Cc1cc(C)n2nc(CNS(=O)(=O)c3ccc(C)c(C)c3)nc2n1,1.3,13.5,2.4,-0.3,-1.7,2.3,-2.4,0.1,-1.5,-0.2
O=C(NCc1ccncc1)C(=O)NCC(c1ccco1)N1CCN(c2ccc(F)cc2)CC1 (stereo unspecified),5.8,-27.3,0.6,-1.8,-2.1,14.2,-6.3,1.6,-1.2,5.6
OC(COCC1COc2ccccc2O1)CN1CCN(c2ccc(F)cc2)CC1 (stereo unspecified),25.3,0.7,2.2,6.4,1.4,3.5,0.3,-2.9,-3.1,-4.6
O=C(N[C@@H](c1ccccc1)[C@H](O)c1ccccc1)[C@@H]1CCCN1C(=O)OCc1ccccc1,16.7,/,0.3,0.5,/,-43.4,6.0,/,-6.4,-31.2
CC(C)(O)C#Cc1ccc([C@@H]2C[C@H]3CN(c4ccccc4)C(=O)[C@]34CCCN24)s1,3.1,-1.9,2.5,-5.8,3.0,-13.2,-0.4,4.3,/,3.8
Cc1cccc(C(=O)Nc2ccccc2C(=O)NCc2cccnc2)c1,1.0,-1.6,-2.7,-1.7,1.1,0.3,-4.7,-2.0,/,6.8
O=C(NCc1ccccc1)c1cccc(COc2ccc3c(c2)CCC3)c1,16.8,-85.2,1.7,9.2,35.9*,-35.3,-2.7,8.4,-2.0,-35.2
Cc1ccc(N/C=C/C(=O)c2ccc(C)cc2)cc1,-241.1,-26.4,1.3,-2.8,4.0,3.7,-2.7,-8.5,-2.1,2.7
S=C(NCc1ccc2[nH]c3c(c2c1)CCCC3)Nc1ccccc1,12.5,-5.5,-6.8,1.6,7.8,-47.4,10.1,-5.2,0.5,-34.9
Cc1cc(NS(=O)(=O)c2ccc(NC(=O)C(CC(C)C)N3C(=O)c4ccccc4C3=O)cc2)nc(C)n1 (stereo unspecified),11.7,-18.2,-0.9,7.3,3.7,1.4,11.7,1.2,1.0,-6.9
COCn1c(COc2ccc3ccccc3c2)nc2ccccc21,-92.0,-167.7,1.3,-0.2,1.6,?,2.3,1.0,-2.1,55.7
Cc1ccccc1OCC(=O)O/N=C(\N)Cc1ccc(Cl)cc1,-7.2,-25.5,1.6,-4.7,-5.2,24.5,5.3,1.1,0.3,0.6
CN1c2ccccc2N(C)C1c1c(O)ccc2ccccc12,-17.3,5.2,2.3,18.8,1.6,8.6,3.6,2.7,-1.3,-2.8
O=C(Cc1ccc([N+](=O)[O-])cc1)Nc1cccc(C(F)(F)F)c1,16.3,9.9,1.7,4.6,0.7,-9.9,-91.8,-5.8,-3.2,0.3
COc1ccc(C2CC(c3cccs3)=NN2c2ccc(C=O)cc2)cc1 (stereo unspecified),-1.5,-14.8,2.8,-2.7,-2.0,28.0,/,-7.3,-2.2,12.6
CCc1nc2c3cnn(-c4cc(Cl)ccc4C)c3ncn2n1,-11.5,-20.1,1.6,-2.4,0.1,-5.0,-4.1,-1.9,0.0,0.8
COc1ccc(NC(=O)c2cc([N+](=O)[O-])nn2Cc2ccccc2)c(C)c1,-18.3,-53.2,-1.8,-7.3,-2.2,2.4,7.0,0.6,-0.5,5.6
CCOC(=O)C1CCN(C(=O)COC(=O)C2CCN(S(=O)(=O)c3ccc(C)c(C)c3)CC2)CC1,-6.2,/,2.5,-13.3,/,11.3,3.0,/,-4.1,-0.3
COc1ccc2nc(Sc3c([N+](=O)[O-])nc(C)n3Cc3ccccc3)[nH]c2c1,5.0,11.1,0.6,-0.9,1.1,106.7*,/,10.3,0.6,53.0
CCOC(=O)CN1C(=O)N[C@@H](CCc2ccccc2)C(C(C)=O)=C1C,-23.6,/,2.2,1.7,/,6.2,/,/,-1.6,-1.9
CNC1(C(N)=O)CCNCC1,-2.1,-21.1,0.5,-4.7,4.0,9.9,1.5,-1.4,12.2,-1.3
COc1ccccc1NC1=C(C)C(=O)CC1,7.1,10.0,1.1,-7.8,-1.1,-5.9,-2.1,-5.5,-0.7,0.0
Cc1c(OCC(=O)NCCN2CCOCC2)ccc2c1oc(=O)c1ccccc12,-16.6,-25.9,5.1,-10.0,-3.8,-7.2,13.8,2.4,0.9,2.8
O=C(Cn1cnc2c(cnn2-c2ccccc2)c1=O)NCCc1ccccc1,17.9,25.8,2.1,-0.1,-0.8,4.6,-1.8,1.6,/,2.5
CCC(=O)Nc1c(C#N)c2nc3ccccc3nc2n1C1CCCCC1,9.3,2.4,-11.1,0.7,-1.4,13.1,43.8,-3.7,9.9,1.2
CC(C)=N/N=C1/NC(=O)C(Cc2ccccc2)S1 (stereo unspecified),-3.6,-1.7,3.0,13.1,2.0,22.8,/,6.7,-6.4,2.1
CCc1ccc(-n2c(O)c(C=NCCN(CC)CC)c(=O)[nH]c2=O)cc1,/,-0.2,/,/,1.0,/,-2.0,1.1,/,/
CC(=O)Nc1cccc2c1C(=O)N(c1ccc(C)cc1)C2=O,-50.2,-6.4,-13.2,-10.0,-0.3,-22.0,-1.5,-2.1,-11.5,-6.6
Clc1nc(CN2CCCCC2)nc2sc3c(c12)CCCC3,-67.7,-14.3,-2.7,-5.5,-3.4,25.1,-0.7,-2.4,-1.3,14.7
CC(=O)N(C)c1nc(N)n(-c2ccccc2)n1,-3.1,-18.3,-2.4,1.0,-4.2,-16.4,3.6,-7.2,-1.2,7.0
CN(C)S(=O)(=O)c1ccc(S(=O)(=O)N2CCCC(C(=O)NC3CC3)C2)cc1 (stereo unspecified),-3.2,-18.2,0.7,-1.8,3.7,-1.7,-1.6,-2.0,-0.7,-1.8
CN1CCN(C(=O)/C(=C/c2ccc(N(C)C)cc2)NC(=O)c2ccccc2)CC1,18.1,-11.0,-0.7,7.2,-0.4,-16.7,-11.9,10.7,0.2,-1.4
COc1cc(NC(=O)C2CCN(S(=O)(=O)c3cccs3)CC2)cc(OC)c1,3.1,/,1.6,-22.5,/,3.9,/,/,-2.2,3.9

# Screens: PubChem BioAssay, several laboratories

# An excerpt; the hit share may differ from the screen's.
